# JMJD2A Tudor inh: JMJD2A Tudor domain (human) inhibition | O75164 | Potency, µM (titrated, usually from 114 µM), for inactives: at the highest dose activity change, negative = inhibition, actives largely listed as inhibitors | AlphaScreen JMJD2A-Tudor / H3K4me3 peptide binding | 4.4% of 390,000 active; further: potency means the concentration at half of the fitted maximal effect; on the % scale 0 is the no-effect control and ±100 the full control effect; nearly all actives have a fitted effect of over 50% in size
# BAZ2B block: inhibitors of human BAZ2B bromodomain; Q9UIF8; AlphaScreen BAZ2B-H3K14Ac peptide displacement; Potency, µM (highest dose often 114 µM), for the others: at the highest dose activity change, negative = inhibition, usual class: inhibitors; 4.4% of 360,000 active; AID 504333; further: potency means the concentration at half of the fitted maximal effect; on the % scale 0 is the no-effect control and ±100 the full control effect; nearly all actives have a fitted effect of over 60% in size
#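 Multi-concentration screen (max 110 uM) measuring displacement of acetylated histone H3 peptide from BAZ2B by AlphaScreen, using 50 nM protein, 50 nM peptide and 10 ug/mL streptavidin donor plus Ni-chelate acceptor beads.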
# HP1b chromo inh: inhibitors of HP1-beta chromodomain binding to methylated histone tails; AID 540317; Potency, µM (top dose mostly 114 µM), for inactives: top-dose activity change, negative = inhibition, usual class: inhibitors; 0.56% of 390,000 active; AlphaScreen HP1-beta / biotin-H3K9me3 peptide binding; further: potency means the concentration at half of the fitted maximal effect; nearly all actives have a fitted effect of over 70% in size; inactives centre near 23
#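 Compound inhibition of the preformed complex between 50 nM HP1-beta and 50 nM biotinylated H3K9me3 peptide was read by AlphaScreen. Buffer was PBS pH 7.4 with 0.01% Tween-20. Incubations ran 30 min at room temperature, with 10 ug/mL donor/acceptor beads.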
# GLS inhibitor: inhibitors of human glutaminase (GLS); GLS enzymatic activity, qHTS titration; Potency, µM (titrated, usually from 45.5 µM), for inactives: at the top dose activity change, negative = inhibition, most hits filed as inhibitors; 0.21% of 410,000 active; AID 624170; further: potency means the concentration at half of the fitted maximal effect; on the % scale 0 is the no-effect control and ±100 the full control effect
#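 Glutamate formation by hKGA was monitored fluorometrically using coupled glutamate oxidase, HRP and Amplex Red. Substrate was added as 1 mM L-glutamine solution; incubation was 30 min at RT after an initial read.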
# PGK inhibitor: T. brucei PGK inhibition; P07378; PGK/GAPDH coupled, Kinase-Glo luminescence, 60 min; Potency, µM (series often up to 57.5 µM), inactives show at the highest dose activity change, negative = inhibition, usual class: inhibitors; 0.043% of 380,000 active; AID 602233; further: potency means the concentration at half of the fitted maximal effect; on the % scale 0 is the no-effect control and ±100 the full control effect; nearly all actives have a fitted effect of over 60% in size
# Target sequence (P07378 whole entry, looked up): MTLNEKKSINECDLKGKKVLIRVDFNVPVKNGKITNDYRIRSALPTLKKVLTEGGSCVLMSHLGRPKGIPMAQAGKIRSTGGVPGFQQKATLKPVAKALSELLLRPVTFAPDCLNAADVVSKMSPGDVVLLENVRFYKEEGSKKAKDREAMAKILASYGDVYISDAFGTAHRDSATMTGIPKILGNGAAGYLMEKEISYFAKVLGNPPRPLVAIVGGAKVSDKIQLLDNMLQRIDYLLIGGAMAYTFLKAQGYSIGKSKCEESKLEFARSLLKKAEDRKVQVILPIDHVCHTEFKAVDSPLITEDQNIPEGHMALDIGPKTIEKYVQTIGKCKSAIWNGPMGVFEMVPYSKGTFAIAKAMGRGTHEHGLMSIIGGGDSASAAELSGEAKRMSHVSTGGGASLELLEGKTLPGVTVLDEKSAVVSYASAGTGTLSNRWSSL
#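 Luminescent ATP detection (Kinase-Glo Plus) follows a 60-minute room-temperature incubation, with wells lacking PGK as controls. Buffer: 100 mM TEA (pH 7.6), 5 mM MgCl2, 0.01% Tween-20. Coupling enzyme GAPDH (100 nM final) supplies unstable 1,3-BPG in-well.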
# PI4K2A block: inhibitors of human PI4K2A. purified PI4K2A, ADP-Glo luminescence, 1 h; stronger effect = lower value. 0.13% of 420,000 active. AID 1346378. Q9BTU6. activity change, negative = inhibition, % at 76.9 µM; in the data active means activity change below about -50%; inconclusive means mostly about -30% to -49%;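 further: -100% = wells without enzyme as full effect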
#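 PI4K2A activity was measured by ADP-Glo luminescence: enzyme (4 ug/mL stock) and phosphatidylinositol (1.2 mM stock) in Tris pH 7.5/MgCl2/EGTA/Triton X-100 buffer were reacted with ATP (300 microM stock) for one hour at ambient temperature.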
# G9a inh: G9a (human) methyltransferase inhibition; Q96KQ7; G9a H3K9 monomethylation, AlphaScreen, 2 h; Potency, µM (series often up to 102 µM), for the others: at the top dose activity, negative = inhibition, actives largely listed as inhibitors; 8.8% of 350,000 active; AID 504332; further: potency means the concentration at half of the fitted maximal effect; on the % scale 0 is the no-effect control and ±100 the full control effect; nearly all actives have a fitted effect of over 75% in size
# Target sequence (Q96KQ7 913-1193 limits assumed): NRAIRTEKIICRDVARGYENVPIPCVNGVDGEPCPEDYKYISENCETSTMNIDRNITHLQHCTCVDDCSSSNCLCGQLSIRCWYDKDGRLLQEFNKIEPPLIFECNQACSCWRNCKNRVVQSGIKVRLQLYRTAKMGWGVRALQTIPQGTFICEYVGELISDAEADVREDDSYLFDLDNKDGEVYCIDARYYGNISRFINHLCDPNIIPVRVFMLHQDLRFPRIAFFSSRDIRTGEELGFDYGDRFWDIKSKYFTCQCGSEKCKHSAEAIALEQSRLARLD
#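 Compounds were preincubated with 20 nM G9a for 15 min, after which biotinylated H3K9 peptide (500 nM) and SAM (20 uM) started a 2 h room-temperature reaction. Monomethylated product was quantified by antibody-based AlphaScreen chemiluminescence.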
# Pol eta inh: inhibitors of human DNA polymerase eta; recombinant Pol eta, fluorescent DNA replication assay; Potency, µM (doses to about 114 µM), without a hit: at the top dose activity change, negative = inhibition, most hits filed as inhibitors; 1.2% of 390,000 active; AID 588591; further: potency means the concentration at half of the fitted maximal effect; on the % scale 0 is the no-effect control and ±100 the full control effect
#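 Pol eta (10 nM) was preincubated with compounds for 15 min at room temperature, after which fluorescent replication substrate (50 nM final) was added to start the reaction. Fluorescence was read kinetically at 0 and 10 min.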
# Pin1 inhibitor: blocks the human prolyl isomerase Pin1. Potency, µM (top dose mostly 115 µM), without a hit: top-dose activity, negative = inhibition, most hits filed as inhibitors. 0.009% of 390,000 active. AID 504891. Pin1 FP peptide displacement, HiFluor488, 10 min. Q13526; active means well fitted inhibition curve with a large enough effect in the polarisation, with a control signal flat, not every such curve was filed as active; inconclusive means small, poorly fitted or top-dose-only effect, or effect the other way, or a change in a side signal; inactive means no such curve, though single readings can be large or run the other way; the % refers to the polarisation; further: potency means the concentration at half of the fitted maximal effect; on the % scale 0 is the no-effect control and ±100 the full control effect
# Target sequence (Q13526 whole entry, looked up): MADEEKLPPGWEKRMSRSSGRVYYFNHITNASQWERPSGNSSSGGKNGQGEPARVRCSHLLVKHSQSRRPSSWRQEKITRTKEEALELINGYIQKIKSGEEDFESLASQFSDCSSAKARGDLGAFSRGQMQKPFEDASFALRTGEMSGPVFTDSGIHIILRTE
# The depositor's hits bear a star; i = inactive; ? = inconclusive; / = not tested or not shown; [ ] = remark or other dose. Unless noted, the call rests on the fitted dose curve; in most records, active means well fitted curve in the direction sought with a large enough effect; inconclusive means small, poorly fitted or top-dose-only effect, or another doubt; inactive means no such curve, though single readings can be large; an effect the other way counts as inactive or inconclusive.
SMILES,JMJD2A Tudor inh,BAZ2B block,HP1b chromo inh,GLS inhibitor,PGK inhibitor,PI4K2A block,G9a inh,Pol eta inh,Pin1 inhibitor
COc1ccc(/C=C/C(=O)OCC(=O)Nc2ccc(Cl)cc2F)cc1S(=O)(=O)N1CCOCC1,-8%,1%,27%,-11%,-1%,4,-12%[59 µM],-23%,-4%
Cc1ccccc1Nc1c(-c2ccccc2O)nc2sccn12,?,?,24%,16%,-10%,4,-5%[59 µM],-20%,5%
Cc1noc2ncnc(Oc3ccc(C(C)(C)C)cc3)c12,3%,-16%,40%[activator],2%,-2%,0,-2%,-16%,2%
Cn1c(CNC(=O)c2ccc3c(c2)OCO3)nnc1SCC(=O)Nc1ccc(F)cc1,0%,-15%,-1%,-3%,-4%,2,-6%,0%,1%
Cc1ccccc1N1CC(C(=O)Nc2ccc(S(=O)(=O)N3CCCCC3)cc2)CC1=O (centres undefined),-17%[57.1 µM],-8%,36%,-3%,-5%,4,71µM*,-4%,34%[activator]
O=C(NC1CCCCC1)c1cc2nc(-c3ccco3)cc(C(F)(F)F)n2n1,-12%,-17%,8%,2%,-8%,4,-4%[12.7 µM],-9%,-2%
Cn1c(C(=O)NCc2cccnc2)cc2sccc21,-6%,6%,14%,0%,-9%,-6,-1%[12.7 µM],-1%,-6%
O=C(N/N=C/c1ccc[nH]1)c1ccccc1OCc1ccc(F)cc1,-16%,-1%,32%,10%,-12%,-1,?,-1%,-1%
CCC1CCCCN1CCCNC(=O)c1ccc2c(c1)sc1nc(-c3ccc(F)cc3)cn12 (centres undefined),-19%,3%,27%,3%,2%,-2,13%[59 µM],-12%,6%
CCS(=O)(=O)c1nc(S(=O)(=O)c2ccc(Cl)cc2)c(NCc2ccc(Cl)cc2)s1,-16%,0%,25%,9%,i,-2,2%[59 µM],0%,10%
COC(=O)c1cn(NC(=O)Cc2cccc(C(F)(F)F)c2)c(=O)c2ccccc12,-4%,1%,20%,-13%,0%,1,11%,-9%,-3%
CN(CCCCCCN(C)Cc1ccccc1O)Cc1ccccc1O,20µM*,50µM*,?,17%,i,7,/,-14%,-2%

# Part of the list above in a different format.
canonical_smiles	JMJD2A Tudor inh	BAZ2B block	HP1b chromo inh	GLS inhibitor	PGK inhibitor	PI4K2A block	G9a inh	Pol eta inh	Pin1 inhibitor
COc1ccc(/C=C/C(=O)OCC(=O)Nc2ccc(Cl)cc2F)cc1S(=O)(=O)N1CCOCC1	-8%	1%	27%	-11%	-1%	4	-12%[59 µM]	-23%	-4%
Cc1ccccc1Nc1c(-c2ccccc2O)nc2sccn12	?	?	24%	16%	-10%	4	-5%[59 µM]	-20%	5%
Cc1noc2ncnc(Oc3ccc(C(C)(C)C)cc3)c12	3%	-16%	40%[activator]	2%	-2%	0	-2%	-16%	2%
Cn1c(CNC(=O)c2ccc3c(c2)OCO3)nnc1SCC(=O)Nc1ccc(F)cc1	0%	-15%	-1%	-3%	-4%	2	-6%	0%	1%
Cc1ccccc1N1CC(C(=O)Nc2ccc(S(=O)(=O)N3CCCCC3)cc2)CC1=O (centres undefined)	-17%[57.1 µM]	-8%	36%	-3%	-5%	4	71µM*	-4%	34%[activator]
O=C(NC1CCCCC1)c1cc2nc(-c3ccco3)cc(C(F)(F)F)n2n1	-12%	-17%	8%	2%	-8%	4	-4%[12.7 µM]	-9%	-2%
Cn1c(C(=O)NCc2cccnc2)cc2sccc21	-6%	6%	14%	0%	-9%	-6	-1%[12.7 µM]	-1%	-6%
O=C(N/N=C/c1ccc[nH]1)c1ccccc1OCc1ccc(F)cc1	-16%	-1%	32%	10%	-12%	-1	?	-1%	-1%
CCC1CCCCN1CCCNC(=O)c1ccc2c(c1)sc1nc(-c3ccc(F)cc3)cn12 (centres undefined)	-19%	3%	27%	3%	2%	-2	13%[59 µM]	-12%	6%
CCS(=O)(=O)c1nc(S(=O)(=O)c2ccc(Cl)cc2)c(NCc2ccc(Cl)cc2)s1	-16%	0%	25%	9%	i	-2	2%[59 µM]	0%	10%

# Additional entries follow.
SMILES,JMJD2A Tudor inh,BAZ2B block,HP1b chromo inh,GLS inhibitor,PGK inhibitor,PI4K2A block,G9a inh,Pol eta inh,Pin1 inhibitor
CC(C)CNC(=S)NC1CC2CCCC(C1)N2Cc1ccco1 (centres undefined),-19%,-1%[57.1 µM],11%,24%,2%,0,11%[59 µM],-4%,4%
CCn1nc(C)c(CNC(=O)c2cc(COc3cncc(Cl)c3)on2)c1C,?,0%,22%,8%,-10%,-3,24%,-17%,-1%
N#Cc1cccc(S(=O)(=O)NCC(=O)NCc2ccc3c(c2)OCO3)c1,-9%,11%,36%,-3%,6%,1,?,-11%,4%
CCOc1ccc(C2=Nn3c(nnc3-c3ccccc3)SC2)cc1Cl,-30%,6%,39%[activator],0%,-10%,-6,-8%[2.33 µM],10%,6%
Cc1ccc(N(Cc2ccccc2)C(=O)c2cccc(F)c2)cc1,45%[activator],-4%,101%[activator],0%,-4%,-3,12%,-20%,6%
COc1ccc(-c2cc(C#N)nc(Cl)n2)cc1,12%,23%,43%[activator],-4%,2%,16,17%,-11%,-3%
CC(=O)Nc1ccc(OCC(O)Cn2nc(C)nc2C)cc1 (centres undefined),-4%,-2%,22%,10%,/,-1,16%[59 µM],-3%,1%
COCCn1c(-c2ccc(OC)cc2)nc2ccccc21,6%,4%,26%,-6%,10%,2,0%[59 µM],-8%,-5%
COc1nc(=O)n(C2C=CC(=O)O2)cc1F (centres undefined),/,/,/,4%,-9%,-2,/,1%,/
CN(Cc1ccc(Cl)cc1Cl)C(=O)c1cccc(S(=O)(=O)NCc2ccccc2)c1,-13%,/,33%[activator],-1%,-2%,-2,/,-33%,5%
O=C(Nc1ccccc1F)Nc1ccccc1F,11%,0%,51%[activator],1%,-11%,-6,9%,-21%,-1%
COC(=O)c1sc2nc(SCC(=O)N(C)c3ccccc3)n(N)c(=O)c2c1C,-7%,10%,24%,-1%,/,-3,25µM*,-12%,-3%
CCSc1nnc(NC(=O)CSc2c(Cl)cccc2Cl)s1,11%,-2%,43%[activator],-10%,-7%,-3,-9%[59 µM],-16%,?
COc1ccc(OC(=O)Cc2cccc3ccccc23)cc1,104%[activator],108%[activator],139%[activator],-11%,0%,0,176%[activator],-12%,4%
CCCOc1ccccc1C1C(C(=O)Nc2ccccc2)=C(C)Nc2nnnn21 (centres undefined),-15%,-8%,40%[activator],12%,5%,6,-8%[59 µM],-10%,-1%
O=C(CN(CC(=O)N1CCOCC1)S(=O)(=O)c1ccc(Br)s1)N1CCOCC1,?,/,-5%,-1%,-6%,-11,/,2%,2%
COc1ccccc1Cn1c(CNS(=O)(=O)c2c(C)cc(C)cc2C)nc2cccnc21,-28%,-20%,29%[57 µM],8%,-8%,-6,17%[59 µM],-24%,37%[activator]
CCc1ccccc1NC(=O)NCc1ccc2c(c1)OCO2,-22%,1%,18%,0%,2%,-5,/,10%,18%
CC(=O)Nc1ccc2c(c1)nc(C)n2Cc1ccccc1,1%,9%,12%,-5%,i,1,-6%[0.501 µM],1%,3%
COCCNC(=S)N1CCc2cc(OC)c(OC)cc2C1c1cccs1 (centres undefined),-6%,-19%,39%,-6%,-1%,2,30%,-13%,2%
Cc1ccc2nc(C3CCN(CC(=O)Nc4ccc5c(c4)OCCO5)CC3)[nH]c2c1,-21%,-7%,12%,1%,2%,16,4%[12.7 µM],-6%,8%
COc1ccc(S(=O)(=O)N2CCCCCC2)cc1NC(=O)CN(C)Cc1ccc2c(c1)OCO2,-18%,-2%,30%,-10%,-1%,-3,?,-15%,27%
CCS(=O)(=O)CCSc1nc2ccccc2o1,-6%,7%,13%,-2%,/,8,1%[59 µM],-5%,3%
COc1ccc(CNc2nc3ccccc3n2C)c(OC)c1,-11%,-10%,22%,-18%,-22%,?,11%,-7%,2%
Cc1ccc(S(=O)(=O)CCSc2ccc(C(F)(F)F)cn2)cc1,-14%,0%,19%,-1%,i,6,6%,-3%,-10%
Cc1cc(C)c2c(-n3cccc3)c(C(=O)NNS(=O)(=O)c3ccc(Br)cc3)sc2n1,56µM*,?,12%,40%[activator],1%,-3,?,-13%,?
O=C1CC(C(=O)Nc2nccs2)C(c2ccccc2)O1 (centres undefined),-16%,-3%,9%,3%,-6%,-1,6%,-4%,1%
COc1ccccc1C(=O)Nc1ccccc1C(=O)NC1CCCCC1,-6%,-1%,32%,0%,1%,-1,14%,-6%,-5%
N#Cc1ccc(OCC(=O)NCC2COc3ccccc3O2)cc1 (centres undefined),-13%,1%,37%[activator],1%,-6%,-6,21%[12.7 µM],-21%,-7%
CCOC(=O)c1sc(NC(=O)CN2CC(C)OC(C)C2)nc1C (centres undefined),-5%,12%,34%,-8%,-5%,-1,/,-19%,-2%
CC(NCC(=O)NC(=O)NCCC1=CCCCC1)c1ccc(S(N)(=O)=O)cc1 (centres undefined),22µM*,/,?,1%,6%,-1,/,-6%,-13%

# A portion of the library; count on the stated rates, not on these rows.
